TCR-CD3 inh: inhibitors of human TCR-CD3 interaction, primary screen, biochemical, fluorescence, TAMRA-labeled TCR probe | T-cell receptor (TCR) | inhibition, % at 9.4 µM | 360,000 compounds, 0.37% hits; in the data active means inhibition above about 19%;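 further: recombinant mutant TCR 2C K166C tagged with TAMRA read by polarization; 0% = receptor in buffer alone and 100% = receptor with positive control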
rCAG RNA binder: binders of r(CAG) RNA repeats, primary screen, biochemical, fluorescence; AID 651821, 2012; inhibition, % at 3 µM; 370,000 compounds, 1.3% hits; r(CAG) RNA repeat, TO-PRO-1 dye displacement fluorescence;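 active means inhibition above the plate cutoff, the mean of all test compounds on that plate plus 3 SD, cut at about 35% in these data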;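 further: 0% = DMSO alone and 100% = 100 µM mitoxantrone as full dye displacement; higher means more dye released from RNA so lower well fluorescence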
Rev-erbA mod: modulators of Rev-erb alpha DNA binding, primary screen, biochemical, FITC-DNA, fluorescence polarization, uHTS; Nuclear receptor subfamily 1 group D member 1 (Homo sapiens), P20393; Rev-erbα–FITC-DNA binding, 90 min; activity, % at 10 µM; 370,000 compounds, 0.79% hits; AID 1259318, 2017;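 active means activity above about 14%, limit read from the data; passing the limit was not always enough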;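 further: 0% = DMSO wells with 35 nM protein and 100% = DMSO wells with 750 nM protein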
Target sequence (P20393 whole entry, looked up): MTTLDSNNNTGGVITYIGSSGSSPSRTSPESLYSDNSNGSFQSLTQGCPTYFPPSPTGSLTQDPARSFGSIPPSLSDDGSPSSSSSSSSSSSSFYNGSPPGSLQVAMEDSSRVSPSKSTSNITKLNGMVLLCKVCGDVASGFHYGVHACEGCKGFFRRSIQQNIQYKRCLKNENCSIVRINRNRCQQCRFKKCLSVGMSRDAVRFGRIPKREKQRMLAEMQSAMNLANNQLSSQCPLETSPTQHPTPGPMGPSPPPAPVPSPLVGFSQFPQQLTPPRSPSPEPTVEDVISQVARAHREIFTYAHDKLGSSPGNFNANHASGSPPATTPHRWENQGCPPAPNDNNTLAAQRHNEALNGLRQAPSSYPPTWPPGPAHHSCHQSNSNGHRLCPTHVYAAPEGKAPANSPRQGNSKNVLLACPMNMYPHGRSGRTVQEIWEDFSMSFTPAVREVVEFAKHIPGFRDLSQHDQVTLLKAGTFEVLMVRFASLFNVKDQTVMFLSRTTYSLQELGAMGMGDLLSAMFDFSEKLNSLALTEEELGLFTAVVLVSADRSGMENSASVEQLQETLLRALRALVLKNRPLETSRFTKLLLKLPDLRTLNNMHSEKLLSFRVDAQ
PG9 binder: binders of HIV-1 gp120 antibody PG9, primary screen, biochemical, TR-FRET | HIV-1 gp120 / PG9 antibody interaction | TR-FRET gp120-PG9 antibody binding | inhibition, % at 6.7 µM | 360,000 compounds, 0.43% hits | AID 624416, 2012; in the data active means inhibition above about 8.5%
HTRA1 inh: HTRA1 serine protease inhibitors, primary screen, biochemical, fluorescence polarization, HTS. Q92743. recombinant HTRA1, FP-rhodamine activity-based probe. inhibition, % at 5.96 µM. 340,000 compounds, 0.5% hits; in the data active means inhibition above about 36%;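 further: 0% = enzyme with DMSO and 100% = wells lacking enzyme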
TDP2 inh: human TDP2 enzyme inhibitors, primary screen, biochemical, epi absorbance, recombinant enzyme; inhibition, % at 12.8 µM; T5PNP hydrolysis, p-nitrophenol absorbance 415 nm; 370,000 compounds, 0.34% hits;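 active means inhibition above the mean of all tested compounds plus 3 SD, set per campaign, cut at about 25% in these data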;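 further: 0% = DMSO with enzyme and 100% = buffer with substrate but no TDP2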
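Assay system: recombinant human TDP2 / Reagent: T5PNP substrate at 5 mM, a TopII-DNA adduct mimic / Measured by: epi absorbance from released p-nitrophenol / Evaluation: % inhibition relative to enzyme-containing and enzyme-free wells / Control set: enzyme-free and DMSO wells / Replicates: each compound tested once, singlicate / Schedule: enzyme reaction with compound for 2 h at 37 °C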
mABHD4 FP: ABHD4 inhibitors, primary screen, biochemical, fluorescence polarization, mouse | (Lyso)-N-acylphosphatidylethanolamine lipase (Mus musculus), Q8VD66 | purified mABHD4, FP-Rh probe fluorescence polarization | inhibition, % at 8.92 µM | 370,000 compounds, 0.54% hits;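 active means inhibition exceeding the mean over every tested compound plus 3 SD, cut at about 30% in these data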;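 further: 0% = plate median of compound wells and 100% = S159A mutant with DMSO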
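Assay system: Wild-type mouse ABHD4 protein | Medium: HEPES pH 7.0 buffer, 150 mM NaCl, 0.01% Pluronic F-127 | Incubation: Enzyme–compound pre-incubation 45 min, then probe 60 min, both 25 °C | Technique: Fluorescence polarization with parallel and perpendicular emission, 525/598 nm | Evaluation: % inhibition of FP-Rh probe binding versus controls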
LEDGF integ inh: blockers of LEDGF/p75-dependent integrase strand transfer – biochemical, TR-FRET, high throughput, primary screen | inhibition, % at 3.7 µM | AID 743269, 2014 | TR-FRET IN-LEDGF/p75 DNA integration, Eu/Cy5 | 370,000 compounds, 0.64% hits | HIV-1 integrase (with human LEDGF/p75);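 active means inhibition above the screen-wide mean plus 3 SD, cut at about 13% in these data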;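 further: signal is the Cy5 over europium emission ratio at 671 and 618 nm; 0% = plate median of compound wells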
SIAE inh: human SIAE inhibitors, primary screen, biochemical, fluorescence polarization, FP-Rh probe, 1536-well HTS. SIAE FP-Rh probe binding. inhibition, % at 9.66 µM. 370,000 compounds, 0.69% hits;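 active means inhibition above a cutoff: mean of compounds within the control limits plus 3 SD of those, cut at about 17% in these data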;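 further: 0% = plate median of compound wells and 100% = probe without SIAE protein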
PRMT1 inh: PRMT1 methyltransferase inhibitors, primary screen, biochemical, fluorescence polarization; inhibition, % at 2.79 µM; AID 652257, 2013; 370,000 compounds, 1.3% hits; recombinant PRMT1, activity-based probe fluorescence polarization; Protein arginine N-methyltransferase 1 (Homo sapiens), Q99873;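 active means inhibition above about 21% made by adding two undisclosed values, limit read from the data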
Target sequence (Q99873 whole entry, looked up): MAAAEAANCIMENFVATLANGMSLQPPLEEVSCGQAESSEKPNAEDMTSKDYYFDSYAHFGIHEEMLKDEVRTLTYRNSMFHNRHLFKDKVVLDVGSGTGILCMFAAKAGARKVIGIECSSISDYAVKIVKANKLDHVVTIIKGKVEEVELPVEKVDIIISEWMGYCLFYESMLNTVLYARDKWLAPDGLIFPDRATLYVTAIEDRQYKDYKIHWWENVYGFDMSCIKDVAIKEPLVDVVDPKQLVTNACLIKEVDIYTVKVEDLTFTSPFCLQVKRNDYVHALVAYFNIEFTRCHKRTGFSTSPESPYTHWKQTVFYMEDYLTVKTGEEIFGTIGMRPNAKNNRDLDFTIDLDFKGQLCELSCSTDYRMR
* = called active by the depositor; nt = no result given; & = joins results of further samples. Not all compounds are listed, so the mix of outcomes need not match the whole.

SMILES	TCR-CD3 inh	rCAG RNA binder	Rev-erbA mod	PG9 binder	HTRA1 inh	TDP2 inh	mABHD4 FP	LEDGF integ inh	SIAE inh	PRMT1 inh
O=C(Nc1ccccc1C(=O)NCc1ccccc1)c1ccccc1Br	2	-2	7	1.8	-19	5	-9	1	-9	-4
CCOc1ccccc1-n1nnnc1SC(C)C(=O)OC (configuration not stated)	-6	-6	-1	-0.2	-2	-11	-20	-7	-1	8
CCCCOCCCNC1=NCCCCC1	7	-4	5	-0.4	-1	4	-2	-1	4	-4
O=C(CSc1ccc(-c2ccco2)nn1)NCc1ccc(Cl)cc1	-8	9	2	-0.6	-8	-9	5	5	-1	44*
COc1ccc(S(=O)(=O)NC2CCSc3ccccc32)cc1NC(C)=O (configuration not stated)	0	1	-1	0.8	-12	10	-7	0	7	0
Cn1c(SCC(=O)NCc2ccc3c(c2)OCO3)ncc(C(=O)Nc2ccc(F)cc2)c1=O	5	-8	40*	21*	3	11	0	3	-2	-2
O=S(=O)(Nc1cccnc1)c1ccc2c(c1)OCCO2	2	2	0	1.4	0	3	6	0	7	0
COc1ccc(CNC(=O)C(C)N2C(=O)NC(c3ccccc3)(c3ccccc3)C2=O)cc1 (configuration not stated)	-2	3	8	-0.3	-13	-4	-1	-3	-6	-2
Cc1ccccc1NC(=O)C(C)OC(=O)C1CCCO1 (configuration not stated)	-4	1	-5	1.2	-7	8	-2	2	-4	-2
CCOC(=O)N1CCN(C(=O)c2ccc(S(=O)(=O)NCc3ccco3)cc2)CC1	-2	-1	-4	2.5	5	10	2	-1	0	-1
COC(=O)c1ccc(-c2noc(CN(C)CCC3CCCCO3)n2)cc1 (configuration not stated)	-15	-6	-2	-0.8	4	-5	-11	-7	-15	8
Cc1ccc(C(=O)OCC(=O)NCc2cccs2)cc1	3	-1	-2	-2.2	1	0	1	-2	-6	-5
Cc1noc(C)c1S(=O)(=O)N(C)C[C@H]1OCc2cnnn2CCCC(=O)N([C@H](C)CO)C[C@H]1C	11	0	-3	-1.1	4	6	0	-5	7	2
CN(CCc1ccccn1)C(=S)Nc1ccc(Cl)c(Cl)c1	-2	-2	4	-1.1	0	-4	-1	-1	-3	2
CCc1nc2c(OCC(N)=O)cccn2c1N(C)C(=O)c1cccs1	-1	2	-6	-0.6	nt	6	-1	-1	8	-4
COc1cccc(-c2nc(CS(=O)(=O)CC(=O)N3CCN(C4CCCCC4)CC3)c(C)o2)c1	6	-1	4	-0.5	-8	5	-6	1	1	-1
Cc1cccc(C)c1-n1nnnc1C1(C)CCC(=O)N1CC(F)(F)F (configuration not stated)	-4	0	-2	-1.4	nt	-11	-4	-9	-4	8
CCc1ccc(Nc2nnc(SCC(=O)Nc3ccc(C(=O)O)cc3)s2)cc1	-5	36*	-5	-3.4	-3	9	-11	1	-2	2
C[C@@H]1CC2=C(C(=O)OC(C)(C)O2)[C@H](c2ccc(Cl)cc2)O1	-1	2	-4	0.3	nt	4	-2	3	1	-5
COc1ccc(Cc2c(-c3ccccc3)nc3ccc(C)cn23)c(C)c1	-5	10	0	-2.5	nt	-5	2	7	0	-4
COC(=O)c1cc(OC)c(OC)cc1-n1cnc2cc(OC)c(OC)cc2c1=O	-2	-2	1	-0.7	2	-13	3	-3	-2	1
COc1ccc(NC(=O)CN(C)C(=O)COc2ccccc2Cc2ccccc2)cc1	3	5	5	2.7	-31	-1	-6	-2	-5	-1
CN(CCN1CCc2ccccc2C1)Cc1nc(Cc2ccccc2F)no1	3	-10	-7	-0.7	-9	7	1	2	8	-2
O=C(NC(=S)Nc1nc2c(ccc3ccccc32)s1)c1cccs1	3	24	-1	-4.4	-2	-12	-2	-1	-4	-2
Cc1ccc(NS(=O)(=O)c2cc(C(=O)N3CCOCC3)ccc2C)cc1	-6	-6	6	0.5	-6	6	3	0	2	-1
COc1ccc(NC(=O)CSc2ccc(-c3ccco3)nn2)c(OC)c1	2	14	1	-0.5	-2	-1	13	3	4	19
CN(C)c1cccc(C(=O)OCC(=O)Nc2nccs2)c1	4	11	-17	-0.4	6	12	-2	1	-6	0
COc1c(N)c2c(c([N+](=O)[O-])c1OC)C(=O)OC2	1	2	-12	1.7	3	3	1	-5	3	-2
CCOc1cc(S(=O)(=O)Nc2ccc(Cl)cn2)ccc1F	-1	3	2	-0.4	-1	-13	4	3	0	-2
CC(C)(C)n1nnnc1C(c1cc2ccccc2o1)N1CCCCC1 (configuration not stated)	-1	1	3	-1.2	nt	5	3	3	-5	0
Cc1nc2[nH]c(=S)n(C)c(=O)c2nc1C	-1	0	4	-1.9	-1	11	10	0	7	0
Cn1nc([N+](=O)[O-])nc1N1CCN(c2ccc(F)cc2)CC1	8	-2	-5	-1.1	9	6	2	-4	-2	-3
Cc1cc(C)nc(SCC(=O)Nc2cccc(S(=O)(=O)N(C)C)c2)n1	-2	1	-1	-1.1	5	10	5	-7	-2	-3
O=C(NCCN1CCN(C(=O)Nc2ccccc2)CC1)Nc1ccccc1	-7	-1	-3	0.2	-12	21	3	2	-2	1
CC(NC(=O)N1CCOCC1)c1ccccc1 (configuration not stated)	7	-1	1	-1.0	1	-9	0	-4	2	-3
Cc1ccc(C2(C)NC(=O)N(CC(=O)Nc3cc(S(=O)(=O)N4CCOCC4)ccc3OC(C)C)C2=O)cc1 (configuration not stated)	0	5	-5	-0.5	-2	-11	-2	2	-6	-3
Cc1ccc(C(O)P(=O)(OC(C)C)c2ccc(N(C)C)cc2)cc1 (configuration not stated)	1	-4	4	-0.4	nt	-2	-3	3	2	-7
CCn1ncc(Br)c1C(=O)Nc1cc(C(=O)OC)ccc1C(=O)OC	4	3	45*	1.3	-6	-3	-1	-3	1	0
COC(=O)c1sc(C(=O)OC)c(C(=O)OC)c1C(=O)OC	2	-2	1	-2.5	7	-4	5	1	1	1
Cc1ccccc1NC(=O)/C(=C/c1ccccc1)c1ccccc1	-1	-3	-3	-1.1	-23	-6	-8	1	-4	0
O=C(Nc1ccc(-n2ccnc2P(=O)(O)c2ccccc2)cc1)c1ccccc1Cl	-2	3	-3	-1.5	3	-8	0	0	-3	0
CSc1ccccc1NC(=O)C1=CC(c2ccc(C)cc2)=NS(=O)(=O)N1C	-14	6	-2	-0.1	-27	-3	-7	-3	-5	7
Cc1cc(Cl)ccc1OCCCC(=O)Nc1cc(S(=O)(=O)N2CCOCC2)ccc1N1CCOCC1	9	4	8	-0.5	-8	1	-2	0	-5	-2
COc1cc2c3c(c1)C1(C(=O)N3C(C)(C)C=C2C)C(C#N)=C(N)Oc2cc(C)oc(=O)c21 (configuration not stated)	0	-1	-5	0.2	0	-4	3	-1	-4	-2
COc1cccc(CC2(CO)CCN(Cc3cnc(-c4cccc(C)c4)nc3)CC2)c1	-3	-1	-2	1.5	-31	1	0	-1	-4	5

The last two entries of the part above lead into the next.
SMILES	TCR-CD3 inh	rCAG RNA binder	Rev-erbA mod	PG9 binder	HTRA1 inh	TDP2 inh	mABHD4 FP	LEDGF integ inh	SIAE inh	PRMT1 inh
COc1cc2c3c(c1)C1(C(=O)N3C(C)(C)C=C2C)C(C#N)=C(N)Oc2cc(C)oc(=O)c21 (configuration not stated)	0	-1	-5	0.2	0	-4	3	-1	-4	-2
COc1cccc(CC2(CO)CCN(Cc3cnc(-c4cccc(C)c4)nc3)CC2)c1	-3	-1	-2	1.5	-31	1	0	-1	-4	5
COc1ccc(NC(=S)N2CCC(N(C)CCN3CCOCC3)CC2)cc1	1	1	1	1.6	-1	-7	-4	-5	4	2
O=C1CC(N2CCN(c3ccc(C(=O)c4ccc(F)cc4)cc3)CC2)C(=O)N1 (configuration not stated)	7	-3	-2	-1.8	-13	-11	6	-3	-1	-2
CCC(C)Sc1cc(-c2nc3ccc(Cl)cn3c2NC2CCCCC2)ccc1OC (configuration not stated)	-6&3	1&3	2&2	3.3&0.9	-7	-10&6	-5&1	1&3	-1&8	-2&-5
CC(=O)Oc1ccccc1Cn1c(C)c(C(=O)NCc2ccc(F)cc2)sc1=O	2	2	-1	0.2	nt	-5	1	3	-1	-4
CC1CCN(c2nc(N3CCCCC3)nc(N3CCCCC3)n2)CC1	3	2	5	-1.2	9	6	-4	0	-1	0
C=CCn1cc(C(=O)N2CCc3ccccc3C2)c(=O)c2cc(S(=O)(=O)N(CC)CC)ccc21	0	-5	2	0.4	1	-1	8	5	0	-4
Cc1ccc(C(O)c2ncc(-c3ccc(F)cc3)[nH]2)c(C)c1 (configuration not stated)	-4	1	6	0.3	nt	-12	-7	-1	-2	12

By substructure: those above with two or more sulfur atoms
SMILES	TCR-CD3 inh	rCAG RNA binder	Rev-erbA mod	PG9 binder	HTRA1 inh	TDP2 inh	mABHD4 FP	LEDGF integ inh	SIAE inh	PRMT1 inh
COc1ccc(S(=O)(=O)NC2CCSc3ccccc32)cc1NC(C)=O (configuration not stated)	0	1	-1	0.8	-12	10	-7	0	7	0
CCc1ccc(Nc2nnc(SCC(=O)Nc3ccc(C(=O)O)cc3)s2)cc1	-5	36*	-5	-3.4	-3	9	-11	1	-2	2
O=C(NC(=S)Nc1nc2c(ccc3ccccc32)s1)c1cccs1	3	24	-1	-4.4	-2	-12	-2	-1	-4	-2
Cc1cc(C)nc(SCC(=O)Nc2cccc(S(=O)(=O)N(C)C)c2)n1	-2	1	-1	-1.1	5	10	5	-7	-2	-3
CSc1ccccc1NC(=O)C1=CC(c2ccc(C)cc2)=NS(=O)(=O)N1C	-14	6	-2	-0.1	-27	-3	-7	-3	-5	7
